Compound activity (PubChem)
UPR CHOP act – activators of apoptotic arm of unfolded protein response (CHOP); AID 449763; 330,000 tested, 0.34% active; activation, % at 10 µM; CHO-CHOP luciferase reporter, UPR activation, luminescence; percent of tunicamycin response over DMSO baseline;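 active = at 10 µM dose, activation of 40% or more, normalized to positive control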;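 note: 100% = tunicamycin at 10 µg/mL and 0% = DMSO alone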
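Material: CHO-CHOP cells, stable luciferase reporter of PERK-eIF2a-CHOP signalling; quantity: 500 reporter cells seeded per well; buffer or medium: F12 medium containing 10% fetal bovine serum; compound: one dose, 10 µM in 0.5% DMSO; incubation: 6 h compound treatment, 37 °C; measured by: Steady-Glo luciferase luminescence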
tim10-1 inh – tim10-1 yeast growth inhibition; S. cerevisiae tim10-1 ts strain growth, BacTiter-Glo, 24 h; inhibition, % at 20 µM; 330,000 tested, 2.2% active; AID 463190;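 active = inhibition of at least 40%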;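 note: mutant grown at 25 °C; 0% = DMSO wells with yeast and 100% = wells holding no yeast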
CXCR6 inh – blocks human CXCR6 beta-arrestin recruitment; O00574; CHO-K1 PathHunter CXCR6 beta-arrestin, luminescence; inhibition, % at 20 µM; 360,000 tested, 0.36% active; AID 602244; in the data active = inhibition above about 34%, passing the limit was not always enough;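 note: antagonist mode with CXCL16 agonist at 10 nM final; 0% = 10 nM CXCL16 with DMSO and 100% = unstimulated wells without agonist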
TIM10 inh – growth inhibitors of TIM10 yeast strain; S. cerevisiae TIM10 strain growth, BacTiter-Glo luminescence, 24 h; 330,000 tested, 1.4% active; inhibition, % at 10 µM;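 active = inhibition of 40% or more at the single tested concentration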;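 note: wild-type TIM10 isogenic control strain grown at permissive 25 °C; 0% = DMSO yeast wells and 100% = minimal medium wells without yeast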
APJ agonist – agonists of human APJ apelin receptor; activation, % at 20 µM; CHO-K1 APJ PathHunter beta-arrestin, luminescence; 0% DMSO wells, 100% apelin; 330,000 tested, 0.11% active;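 active = activation more than six SD over the plate average, tested at 20 µM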;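 note: 0% = DMSO alone and 100% = apelin-13 at 10 nM; some results filed as inactive read as strong as hits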
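Assay system: engineered CHO-K1 APJ arrestin reporter cells; Amount: 1000 CHO-K1 reporter cells seeded per well; Dosing: one dose, 20 µM compound, 1% DMSO; Times: compound stimulation 90 min at 25 °C, detection 60 min; Measured by: luminescent beta-gal fragment complementation, chemiluminescent substrate; Read-out: APJ–arrestin association signal; Controls: DMSO vs Apelin-13 10 nM.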
tim23-1 inh – tim23-1 yeast growth inhibition | S. cerevisiae tim23-1 growth, BacTiter-Glo luminescence, 24 h | inhibition, % at 20 µM | 330,000 tested, 1.3% active;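 active = growth inhibition of the mutant yeast at or above 50%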;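 note: temperature-sensitive mutant grown at 25 °C; plate controls were DMSO-treated mutant yeast for no effect and medium wells lacking yeast for full effect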
Mdm2 MdmX PPI – inhibitors of human Mdm2/MdmX interaction; SaOS-2 split-luciferase Mdm2/MdmX complementation, luminescence; inhibition, % at 8 µM; 330,000 tested, 3% active; AID 485346;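 active = inhibition of at least 50% at 8 µM in the primary screen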
Target sequence (O15151 whole entry, looked up): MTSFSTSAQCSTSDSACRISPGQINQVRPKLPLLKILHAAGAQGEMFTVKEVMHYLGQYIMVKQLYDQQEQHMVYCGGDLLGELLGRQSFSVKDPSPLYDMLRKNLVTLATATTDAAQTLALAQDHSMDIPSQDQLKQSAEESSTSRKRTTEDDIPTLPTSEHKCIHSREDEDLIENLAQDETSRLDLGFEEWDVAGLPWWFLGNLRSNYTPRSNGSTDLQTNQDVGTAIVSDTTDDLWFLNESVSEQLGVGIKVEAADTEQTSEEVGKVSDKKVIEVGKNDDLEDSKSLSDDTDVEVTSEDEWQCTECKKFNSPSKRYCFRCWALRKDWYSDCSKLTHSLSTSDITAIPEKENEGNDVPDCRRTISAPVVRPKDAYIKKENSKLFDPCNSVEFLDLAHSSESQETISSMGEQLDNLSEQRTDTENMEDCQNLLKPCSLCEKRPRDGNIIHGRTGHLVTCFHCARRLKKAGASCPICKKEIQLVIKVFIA
Target sequence (Q00987 whole entry, looked up): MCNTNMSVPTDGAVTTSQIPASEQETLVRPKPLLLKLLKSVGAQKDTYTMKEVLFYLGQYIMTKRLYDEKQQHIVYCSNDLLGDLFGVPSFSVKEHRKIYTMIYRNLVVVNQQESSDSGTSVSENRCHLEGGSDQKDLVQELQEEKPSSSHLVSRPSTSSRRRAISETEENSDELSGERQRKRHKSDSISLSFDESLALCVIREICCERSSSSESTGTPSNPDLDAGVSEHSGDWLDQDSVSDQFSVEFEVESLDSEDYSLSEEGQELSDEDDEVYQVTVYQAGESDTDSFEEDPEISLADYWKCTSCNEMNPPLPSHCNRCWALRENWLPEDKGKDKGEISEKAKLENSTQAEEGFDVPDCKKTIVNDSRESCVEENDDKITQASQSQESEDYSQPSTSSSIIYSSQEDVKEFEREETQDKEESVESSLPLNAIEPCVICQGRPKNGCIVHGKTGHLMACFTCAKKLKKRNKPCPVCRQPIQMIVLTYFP
UPR XBP1 act – adaptive UPR (XBP1) activation. CHO-XBP1 luciferase reporter, IRE1-XBP1 UPR activation, luminescence; percent of tunicamycin response, DMSO as zero. activation, % at 20 µM. 330,000 tested, 0.33% active;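 active = versus positive control, 20 µM dose yields 30% or more activation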;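 note: 100% = tunicamycin at 10 µg/mL and 0% = DMSO only wells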
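Assay system: CHO-XBP1 luciferase reporter cells; Schedule: 6 h treatment, 37 °C; Detection: glow luminescence from Steady-Glo reagent; Benchmarks: high control tunicamycin 10 µg/mL final, low control DMSO vehicle only.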
APJ antagonist – APJ receptor antagonism. CHO-K1 APJ beta-arrestin complementation, luminescence. inhibition, % at 20 µM. 330,000 tested, 0.32% active. AID 2521;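 active = inhibition above about 40% at 20 µM, limit read from the data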;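 note: cells challenged with 10 nM apelin-13 agonist together with compound; plate controls were apelin-13 plus DMSO wells for no effect and DMSO wells lacking apelin-13 for full effect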
Numbers without * were called inactive; . = no result given; & = joins results of further samples. An excerpt, so the mix of outcomes need not match the whole.

cpd	SMILES	UPR CHOP act	tim10-1 inh	CXCR6 inh	TIM10 inh	APJ agonist	tim23-1 inh	Mdm2 MdmX PPI	UPR XBP1 act	APJ antagonist
1	CCO[C@@H]1OC(C(=O)N2CCN(Cc3ccc4c(c3)OCO4)CC2)=C[C@H](c2ccc(Br)cc2)[C@H]1CCCO	0.4	21	36	8	-12	28	25	-2	-3
2	O=C(CCC1CCCN(C(=O)c2cc(C3CC3)[nH]n2)C1)N1CCN(c2ccccn2)CC1 (stereo not given)	1.3	8	-2	-4	0	11	6	-2	5
3	CC(=O)Nc1sc(C)c(C)c1CN1CCN(S(=O)(=O)c2ccccc2)CC1	-2.6	21	6	6	-3	8	16	2	4
4	CCn1c(=N)n(CC(O)c2ccccc2)c2ccccc21 (stereo not given)	-0.9	7	-3	-13	-4	7	17	-4	0
5	Cc1ccnc(NC(=O)c2ccc(Cl)c(S(=O)(=O)N3CCCCC3)c2)c1	2.1	22	4	15	-3	28	-22	4	1
6	CCCc1nnc(NC(=O)CCC(=O)N2CCN(S(=O)(=O)c3ccc(OC)cc3)CC2)s1	-2.6	-2	-5	-2	0	-7	23	-3	12
7	Nc1nnc(-c2ccccc2)c(-c2ccccc2)n1	1.5	41*	-7	-2	-3	12	13	8	10
8	COc1cc(NC(=O)c2ccc3c(c2)OCCO3)ccc1NC(=O)c1ccco1	2.6	-7	-8	0	-2	-7	31	0	-7
9	CCc1nnc(SCC(=O)Nc2ccc(C(C)=O)cc2)nc1CC	1.9	10	-1	-3	0	5	10	4	8
10	OCCC1CN(Cc2cccn2-c2ncccn2)CCN1Cc1ccccc1 (stereo not given)	-1.2	26	2	-20	-1	9	-2	0	-6
11	O=C(NNc1ccc(F)cc1F)c1c(F)cccc1Cl	-2.5	-9	5	29	-3	15	1	-2	-4
12	O=C(CN1CCCN(S(=O)(=O)c2ccc(Br)cc2)CC1)Nc1ccc2c(c1)OCO2	-1.4	36	.	37	5	3	-20	-1	-20
13	Cc1ccc(S(=O)(=O)N(C)CC(=O)NCCc2c[nH]c3ccccc23)cc1	0.1	7	-8	-9	1	15	6	3	-9
14	Cc1cc2c(=O)n(Cc3ccco3)c(SCC(=O)c3ccc(Cl)s3)nc2s1	-1.2	9	3	3	-4	-3	20	-1	23
15	C=CCC[C@H](Cc1ccc(F)cc1)C(=O)OC[C@@H](NC(=O)[C@H](CC=C)CC(=O)NCCO)c1ccccc1	0.7	13	-9	3	0	21	-17	0	10
16	O=C(Nc1ccccc1)/C(=C/c1ccc(F)cc1)NC(=O)c1ccco1	1.7	10	-2	8	1	21	-18	6	4
17	CCC(C)n1c(-c2cccc(S(=O)(=O)N3CCOCC3)c2)n[nH]c1=S (stereo not given)	0.9	-5	-12	-6	-4	0	5	-1	19
18	O=C(NCCN1CCCC1)c1ccc2c(c1)N(Cc1ccc(F)cc1)C(=O)c1ccccc1S2=O (stereo not given)	1.4	-55	3	-52	-3	-108	-17	0	17
19	NS(=O)(=O)c1ccc(NC(=S)NC(=O)C2CCCCC2)cc1	-1.9	1	12	11	-5	27	2	1	0
20	CCN(CC)c1ccc(NC(=O)CCN2C(=O)c3ccccc3S2(=O)=O)c(C)c1	1.2	14	2	7	-2	23	12	0	14
21	OC(COCC1COc2ccccc2O1)CN1CCN(c2ccccc2F)CC1 (stereo not given)	-2.1	10	-5	-2	-7	-2	24	-2	12
22	CCCN(CC1CC1)C(=O)Nc1ccccc1C	-1.3	13	2	-4	-1	11	21	0	17
23	COc1ccccc1N1CCN(C(=O)Oc2ccccc2)CC1	-0.3	5	2	2	-1	18	-13	-3	5
24	CC(=O)c1nn(-c2cccc(Br)c2)cc1C(=O)c1ccco1	2.0	15	-2	-8	-4	-4	-4	-1	10
25	COc1ccc(OCC(=O)N2N=C(C(F)F)CC2(O)C(F)F)cc1 (stereo not given)	-1.6	53*	-8	2	1	21	1	1	8
26	N#CCCN(CC(=O)O)S(=O)(=O)c1ccccc1	-1.2	14	-6	-4	-4	3	-12	-1	-1
27	Cc1ccc(-c2csc3nnc(SCC(=O)NCc4ccc5c(c4)OCO5)n23)cc1	-1.1	38	9	31	-3	35	5	0	18
28	COc1ccccc1C(=O)Nc1ccnn1C1CCN(Cc2cnn(C)c2C)CC1	-0.5	-2	-1	9	2	7	22	-1	12
29	O=S(=O)(c1ccc(=S)[nH]c1)N1CCCCCC1	-0.5	14	-18	12	-3	2	-5	-1	-4
30	COc1ccc(C2c3c(C)nn(-c4ccccc4)c3NC(=O)N2c2ccccc2)cc1 (stereo not given)	-1.7	30	-12	20	1	28	10	5	-15

In another format: 2 of the compounds above.
(22) CCCN(CC1CC1)C(=O)Nc1ccccc1C
  UPR CHOP act: -1.3	tim10-1 inh: 13	CXCR6 inh: 2	TIM10 inh: -4	APJ agonist: -1	tim23-1 inh: 11	Mdm2 MdmX PPI: 21	UPR XBP1 act: 0	APJ antagonist: 17

(17) CCC(C)n1c(-c2cccc(S(=O)(=O)N3CCOCC3)c2)n[nH]c1=S (stereo not given)
  UPR CHOP act: 0.9	tim10-1 inh: -5	CXCR6 inh: -12	TIM10 inh: -6	APJ agonist: -4	tim23-1 inh: 0	Mdm2 MdmX PPI: 5	UPR XBP1 act: -1	APJ antagonist: 19

Carrying on.
cpd	SMILES	UPR CHOP act	tim10-1 inh	CXCR6 inh	TIM10 inh	APJ agonist	tim23-1 inh	Mdm2 MdmX PPI	UPR XBP1 act	APJ antagonist
31	COc1ccc(N=Cc2c(O)n(-c3ccc(OC)cc3)c(=O)c3ccccc23)cc1	1.9	0	15	0	-2	-16	50	20	-5
32	COC(=O)c1ccc(COC(=O)CNS(=O)(=O)c2ccc(C)cc2)cc1	-1.8	31	-3	8	2	18	-15	-3	-3
33	Cc1cc(-c2ccccc2)c2c3c(c(-c4ccccc4)n2n1)c(=O)n(C)c(=O)n3C	-0.3	-5	19	2	-8	7	34	6	36
34	CCN(CC)N=Nc1ccc(S(=O)(=O)Nc2nc(C)cc(C)n2)cc1	-0.4&-2.8	14&20	2&-2	-4&-6	2&-1	12&29	12&4	-4&-1	-2&-15
35	CC(=O)/C(N=Nc1cc2c(c([N+](=O)[O-])c1C)C(C)(C)CC2(C)C)=C(\C)O	0.5	11	3	14	-4	4	5	-2	11
36	C/C(=N\OC(=O)NC(C)C)c1sc(-c2ccc(Cl)cc2)nc1C	3.7	45*	-3	18	-3	23	-91	4	-16
37	CC(=O)Nc1ccccc1OC(C)C(=O)NC(C)c1ccc(F)cc1 (stereo not given)	2.0	-3	-6	-6	-3	2	-2	-1	22
38	Cc1onc(-c2c(Cl)cccc2Cl)c1C(=O)NCc1ccc(S(N)(=O)=O)cc1	-0.2	-11	-1	-2	-2	-4	-5	-1	-6
39	O=C(NC(Cc1ccccc1)C(=O)O)/C(=C\c1ccco1)NC(=O)c1ccccc1Br (stereo not given)	-0.6	-3	6	6	-3	3	7	2	7
40	CC(C)(C)c1ccc(CS(=O)CC(O)CO)cc1 (stereo not given)	-0.4	12	4	-7	2	9	-6	-2	3
41	CC1=NN(c2ccc(S(=O)(=O)O)cc2Cl)C(=O)C1	0.2	-6	-7	-13	-3	-5	17	0	6
42	Cc1c(C(=O)NC(c2ccccn2)C(F)(F)F)oc2c(F)cccc12 (stereo not given)	1.2	9	0	-5	-4	11	6	-2	3
43	Cc1noc2ncnc(N3CCN(c4cccc(Cl)c4)CC3)c12	-2.2	-37	-10	-27	-2	11	17	3	-8
44	Nc1c(S(=O)(=O)O)cc(NC(=O)c2ccccc2)c2c1C(=O)c1ccccc1C2=O	0.9	23	29	26	-1	27	-2	-7	1
45	CNC(=O)C(=O)N/N=C/c1cccnc1	1.5	-1	-1	-11	-4	-6	25	0	14
46	O=C(N/N=C/c1ccccc1F)c1ccc(COc2ccccc2Cl)o1	8.0	27	-1	26	0	33	14	-2	3
47	Cc1c(CN2CCC(C(=O)Nc3ccc(Oc4ccccc4)nc3)CC2)cnn1C	0.6	17	2	-1	-1	6	8	-10	-11
48	CCOc1cc(CO)ccc1OCC(=O)N1CCCCC1	-0.6	19	-4	-4	-3	6	16	0	2
49	CCOC(=O)c1c(NC(=O)C2=C(C)NC(=S)NC2c2ccccc2C(F)(F)F)sc(C)c1C (stereo not given)	2.8	24	0	30	2	32	26	2	0
50	CCc1noc(C)c1C(=O)N(CCOC)c1c(N)n(CC(C)C)c(=O)[nH]c1=O	0.2	1	-4	9	13	5	14	0	-29
51	Cc1csc(NC(=O)C2CCCC2)n1	0.7	18	5	3	-3	18	-7	-1	23
52	Cc1nc(CCNC(=O)c2cccs2)cs1	6.6	-2	0	15	-2	11	-4	-3	17
53	CC1(c2ccc3ccccc3c2)NC(=O)N(CC(=O)N2CCC(C(N)=O)CC2)C1=O (stereo not given)	0.9	19	-3	5	1	-5	-10	-3	22
54	CCOc1cc(CNCC2CCCN2CC)cc(Cl)c1OC (stereo not given)	-0.2	-9	7	-9	-3	3	1	0	-10
55	CCC(=O)Nc1cccc2cccnc12	1.9	-6	0	-8	-4	-1	13	5	6
56	Cc1nc(CN2CCCC2=NC#N)n(-c2ccccc2)n1	-1.1	7	-7	9	-2	0	5	-2	10
57	COC(=O)c1ccc(CN2CCCC(C(=O)Nc3ccc(-c4ccn[nH]4)cc3)C2)cc1 (stereo not given)	2.4	8	-12	5	11	15	-16	-3	-5
58	COc1ccc2nc(SCC(=O)Nc3ccccc3C#N)[nH]c2c1	0.9	-1	-10	4	-1	-22	-18	6	-2
59	COc1ccc(C(=O)N2CCN(c3c(C)cccc3C)CC2)cc1OC	-2.7	26	5	10	-2	17	3	-1	-49
60	COC(=O)c1ccccc1NC(=O)C1CC(c2ccccc2O)=NO1 (stereo not given)	-0.3	12	2	7	-2	11	12	0	7
61	CC(Oc1ccc(S(=O)(=O)N2CCCC2)cc1[N+](=O)[O-])C(=O)NC1(C#N)CCCCC1 (stereo not given)	-0.9	-5	12	7	4	-3	11	-2	-9
62	Nc1ccn(CC(=O)N[C@H](CO)Cc2c[nH]c3ccccc23)c(=O)n1	-0.3	-5	0	7	-4	-2	-4	-3	3
63	COCCn1c(N)c(C(=S)NC(=O)c2cccs2)c(=O)[nH]c1=O	0.7	6	15	-13	-1	-10	13	-2	12
64	O=C(Cc1c[nH]c2ccccc12)N1CCc2ccccc21	2.8	20	5	12	5	14	-10	2	-3
65	CCOC(=O)c1c(NC(=O)c2ccncc2)sc(C)c1C	0.2	-17	8	5	-5	15	35	3	-1
66	CCC(C(=O)NCCc1ccccc1)c1ccccc1 (stereo not given)	1.2	9	7	5	-4	19	-4	-1	14
67	Cc1ccccc1Nc1nnc(SCc2cc(=O)n3ccsc3n2)s1	0.4	31	-5	21	-3	3	9	2	1
68	CCn1c(Cc2ccccc2)nnc1SCC(=O)N1CCCCC1	-0.5	17	1	-1	0	22	-5	-1	-2
69	COc1ccc(NC(=O)CSc2nnc(NC(=O)CN3CCOCC3)s2)cc1	-0.8	3	2	-2	0	3	16	-2	14
70	CCCCCNC(=O)C1CC=CCC1C(=O)O (stereo not given)	1.7	7	-5	-15	-2	10	-20	0	-6
71	O=C(COC(=O)c1ccc(S(=O)(=O)N2CCCC2)cc1)Nc1cccc(Br)c1	-2.1	-3	3	2	-5	17	-22	-2	-6
